ABHD4 inh: ABHD4 (mouse) inhibition, primary FP screen. Q8VD66. purified mABHD4, FP-Rh probe fluorescence polarization. inhibition, % at 8.92 µM. 0.54% of 370,000 active. AID 720543;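 active = inhibition exceeding the mean over every tested compound plus 3 SD, cut at about 30% in these data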;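 also: 0% = plate median of compound wells and 100% = S159A mutant with DMSO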
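Test system: mABHD4 protein | Buffer or medium: HEPES pH 7.0 buffer, 150 mM NaCl, 0.01% Pluronic F-127 | Probe or stimulus: FP-Rh fluorescent activity-based probe, added after compound pre-incubation | Timing: Pre-incubation 45 min, probe exposure 60 min, at 25 °C | Technique: Fluorescence polarization, excitation 525 nm, emission 598 nm, BODIPY TMR filters | Repeats: Single well per compound (singlicate)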
rCAG RNA binder: r(CAG) repeat RNA binding; inhibition, % at 3 µM; 1.3% of 370,000 active; TO-PRO-1 dye displacement fluorescence;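 active = inhibition above the plate cutoff, the mean of all test compounds on that plate plus 3 SD, cut at about 35% in these data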;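 also: 0% = DMSO alone and 100% = 100 µM mitoxantrone as full dye displacement; higher means more dye released from RNA so lower well fluorescence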
MBD2 inh: blocks human MBD2 binding to methylated DNA | inhibition, % at 4.4 µM | TR-FRET, MBD2 binding to methylated oligonucleotide | AID 686964 | Q9UBB5 | 0.31% of 370,000 active; in the data active = inhibition above about 13%
UHRF1 binding: human UHRF1 methylated DNA binding inhibitors. 0.75% of 370,000 active. Q96T88. inhibition, % at 4.4 µM. UHRF1 binding to methylated oligo, TR-FRET; in the data active = inhibition above about 21%;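 also: UHRF1 SRA domain binding a hemimethylated CpG hairpin DNA probe; 0% = median of test compound wells and 100% = reference inhibitor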
Target sequence (Q96T88 whole entry, looked up, the tested form may be a part): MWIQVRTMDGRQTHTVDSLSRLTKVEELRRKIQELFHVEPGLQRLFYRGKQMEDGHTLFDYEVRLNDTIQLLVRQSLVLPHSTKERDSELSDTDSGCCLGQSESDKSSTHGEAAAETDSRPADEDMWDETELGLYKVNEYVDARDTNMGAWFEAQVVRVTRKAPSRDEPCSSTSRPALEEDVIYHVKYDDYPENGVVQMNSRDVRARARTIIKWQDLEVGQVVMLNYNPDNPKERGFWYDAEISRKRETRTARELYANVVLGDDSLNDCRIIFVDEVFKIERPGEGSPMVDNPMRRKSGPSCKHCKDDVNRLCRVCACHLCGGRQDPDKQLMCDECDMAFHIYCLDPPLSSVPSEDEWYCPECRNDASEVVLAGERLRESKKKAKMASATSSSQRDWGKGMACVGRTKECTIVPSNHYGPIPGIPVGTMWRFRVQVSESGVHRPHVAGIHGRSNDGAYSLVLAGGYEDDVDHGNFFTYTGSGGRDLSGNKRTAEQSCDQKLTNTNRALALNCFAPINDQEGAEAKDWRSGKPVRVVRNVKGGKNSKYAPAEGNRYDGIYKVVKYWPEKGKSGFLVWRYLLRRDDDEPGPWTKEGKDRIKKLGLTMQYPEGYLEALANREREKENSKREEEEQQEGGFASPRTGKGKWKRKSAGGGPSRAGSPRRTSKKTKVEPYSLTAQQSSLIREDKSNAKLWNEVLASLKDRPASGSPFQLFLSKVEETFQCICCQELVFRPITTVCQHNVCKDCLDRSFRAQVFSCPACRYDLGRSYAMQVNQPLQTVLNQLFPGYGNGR
PRMT1 FP inh: PRMT1 (human) inhibition, primary screen; Q99873; 1.3% of 370,000 active; inhibition, % at 2.79 µM; recombinant PRMT1, activity-based probe fluorescence polarization; AID 652257;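 active = inhibition above about 21% made by adding two undisclosed values, limit read from the data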
TCR CD3 inh: blocks the human TCR-CD3 interaction | 0.37% of 360,000 active | TAMRA-labeled TCR probe fluorescence, biochemical | AID 651800 | inhibition, % at 9.4 µM; in the data active = inhibition above about 19%;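 also: recombinant mutant TCR 2C K166C tagged with TAMRA read by polarization; 0% = receptor in buffer alone and 100% = receptor with positive control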
HTRA1 inh: HTRA1 (human) protease inhibition. 0.5% of 340,000 active. recombinant HTRA1, FP-rhodamine activity-based probe, fluorescence polarization. AID 504803. inhibition, % at 5.96 µM; in the data active = inhibition above about 36%;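 also: 0% = enzyme with DMSO and 100% = wells lacking enzyme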
PG9 Ab binder: binds the HIV-1 gp120 antibody PG9. TR-FRET gp120-PG9 antibody binding. inhibition, % at 6.7 µM. 0.43% of 360,000 active. AID 624416; in the data active = inhibition above about 8.5%
LEDGF integ inh: blocks HIV-1 LEDGF/p75-dependent DNA integration | TR-FRET IN-LEDGF/p75 DNA integration, Eu/Cy5 | inhibition, % at 3.7 µM | 0.64% of 370,000 active;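 active = inhibition above the screen-wide mean plus 3 SD, cut at about 13% in these data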;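 also: signal is the Cy5 over europium emission ratio at 671 and 618 nm; 0% = plate median of compound wells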
Rev-erbA mod: Rev-erb alpha (human) modulation. P20393. Rev-erbα–FITC-DNA binding, fluorescence polarization, 90 min. activity, % at 10 µM. 0.79% of 370,000 active. AID 1259318;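 active = activity above about 14%, limit read from the data; passing the limit was not always enough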;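 also: 0% = DMSO wells with 35 nM protein and 100% = DMSO wells with 750 nM protein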
The depositor's hits bear a star; x = not tested or not shown; & = joins results of further samples. A portion of the library. The share of hits here may be higher or lower than overall.

SMILES	ABHD4 inh	rCAG RNA binder	MBD2 inh	UHRF1 binding	PRMT1 FP inh	TCR CD3 inh	HTRA1 inh	PG9 Ab binder	LEDGF integ inh	Rev-erbA mod
O=C(COC(=O)Cn1cnc2ccccc2c1=O)NNC(=O)c1ccc(Br)cc1	1	3	-3	6	-2	1	1	-0.8	0	-11
Cc1cc(C)n2nc(SCC(=O)c3ccc[nH]3)nc2n1	2	4	1	-2	2	6	-3	-2.2	-2	13
CC(=O)Nc1sc(N/N=C/c2ccccc2F)nc1-c1ccc(C)cc1	8	12	-5	1	1	5	7	-5.5	1	-2
CCOC(=O)c1cc2c(=O)[nH]ccc2nc1C(F)(F)F	7	3	0	2	-4	2	3	-2.4	2	1
c1ccc(-c2cn(-c3ccccc3)c3ncnc(NCCCN4CCOCC4)c23)cc1	5	-9	3	-4	-4	-2	-3	-1.3	3	-11
NS(=O)(=O)c1c(Sc2ccccc2C(=O)O)ccc2ccccc12	1	7	5	12	10	0	2	15*	-4	-3
CCCCCN(C(=O)CCC(=O)OCc1ccccc1Cl)c1c(N)n(CCCC)c(=O)[nH]c1=O	-6	-6	-6	-2	-5	3	0	-0.6	3	0
Cc1cc(C)n(CC(C)O)c(=O)c1C#N (stereo not drawn)	-1	2	2	0	0	9	-6	-2.2	-2	-4
COc1cc(CNCc2cc(OC)c(OC)c(OC)c2)cc(OC)c1	15	-7	1	2	1	-4	-2	-1.5	-1	-8
COc1ccc(CC(C)Nc2cccc(SC)c2)cc1 (stereo not drawn)	0	-2	3	-5	1	3	4	-2.8	-2	-3
CCN(C(=O)c1c(-c2ccccc2Cl)noc1C)C1CCCCC1	5	-7	2	-1	3	-10	-14	2.0	-7	3
CCCCNC(=O)c1nc(-c2ccccc2)oc1-c1ccc(Cl)cc1	-7	1	2	2	3	0	x	0.2	-1	3
COc1ccc([N+](=O)[O-])c(OC)c1C(=O)Nc1ccc(F)cc1F	-12	-2	0	7	6	-12	5	2.8	0	2
O=C(Nc1ccc2ccccc2c1)c1ccc(Cl)cc1	2	2	-2	16	1	4	2	10*	-1	3
Cc1c(C(=O)Nc2ccccc2-c2ccccc2)cccc1[N+](=O)[O-]	-1	-4	-2	4	-3	5	-8	-1.1	3	-1
Cc1c(NC(=S)NC(=O)C(c2ccccc2)c2ccccc2)cccc1C(=O)O	4	14	-5	-4	-1	2	-1	1.5	1	1
COc1ccc(CCNC(=O)CCCN2C(=O)c3ccccc3C2=O)cc1OC	7	-4	5	3	0	1	-2	-0.4	-1	6
CCN(C(=O)CSc1nnc(-c2ccncc2)n1Cc1ccccc1)C1CCS(=O)(=O)C1 (stereo not drawn)	-2	-6	-4	-1	-3	5	6	-0.9	3	7
CSc1nc(N)nc(-c2cccs2)c1C#N	-6	10	-3	1	-1	5	-22	2.9	4	3
CN(c1ccccc1)S(=O)(=O)c1cc(C(=O)OCC(N)=O)ccc1Cl	5	7	-1	-1	5	-3	-4	0.4	-7	3
COc1ccc(N=C2c3ccccc3-c3ccc([N+](=O)[O-])cc32)cc1	-9	0	-4	-1	-3	9	4	-1.0	2	-2
CC1Cc2cc(S(=O)(=O)N3CCN(C)CC3)ccc2N1C(=O)C1CC1 (stereo not drawn)	-6	-1	4	-2	-5	3	-2	-3.0	2	4
C[C@@]12C(=O)Nc3ccc(Cl)cc3C(=O)N1[C@H]1c3cc(Cl)ccc3OC[C@@H]1[C@@H]2c1ccccc1	-96	20	4	7	4	-6	-65	-0.2	1	1
O=C(CCCCn1ccc(=O)[nH]c1=O)Nc1ccc(C(=O)O)c(O)c1	13	2	-3	-1	1	-10	4	-0.8	3	-6
c1ccc(SCc2nc(-c3ccccn3)no2)cc1	6	5	-2	0	-3	-4	0	0.4	2	-3
COc1ccccc1NC(=O)Nc1cccc(NC(C)=O)c1	-3	-5	3	0	-1	0	-4	-1.0	-3	3
O=C(COc1ccccc1)Nc1ccc(S(=O)(=O)N2CCOCC2)cc1	-10	7	8	6	7	0	-3	-1.4	2	1
Cc1cccc(N2CCN(C(=O)c3ccc(CS(=O)(=O)c4ccccc4C)o3)CC2C)c1 (stereo not drawn)	-4	0	-2	-2	-5	-1	-7	0.9	-1	8
Cc1cccc(C(=O)NNC(=O)c2ccc(Cl)cc2)c1O	8	2	7	-1	1	7	11	-0.9	-9	-5
COc1ccc(S(=O)(=O)N2CCC(C(=O)NCc3ccncc3)CC2)cc1OC	10	-1	-4	0	2	3	6	-1.0	2	-5
CN(C)S(=O)(=O)c1cccc(C(=O)OCC(=O)Nc2sccc2C(N)=O)c1	-6	15	2	15	1	5	-3	-1.4	6	3
CS(=O)(=O)N(CCC#N)Cc1ccc(/C=C2\C(=O)Nc3ccccc32)o1	8	1	-8	-4	6	-7	-2	-9.3	-6	2
O=C(Oc1cc(=O)oc2ccccc12)c1ccco1	-20	24	1	-1	-3	4	-1	-1.2	1	-4
CCn1c(SCc2ccc(C)cc2)nnc1-c1cnccn1	-5	-10	3	1	2	-4	3	0.8	-5	1
NC(=O)c1ncn([C@@H]2O[C@H](C(=O)O)[C@@H](O)[C@H]2O)n1	1	1	2	-1	1	7	x	-0.5	-2	0
N#CC(c1nc2ccccc2nc1N1CCOCC1)S(=O)(=O)c1ccccc1 (stereo not drawn)	-3	17	1	0	8	-10	4	-1.3	-3	0
CS(=O)(=O)N1CCCCC1CCN1CCCCC1 (stereo not drawn)	-1	0	4	0	0	-1	-3	-0.7	-7	3
Cc1[nH]nc2c1C(c1ccsc1C)C(C#N)=C(N)O2 (stereo not drawn)	6	-1	-8	-11	-3	-6	-3	2.5	-1	-3
O=C1c2[nH]c(=O)[nH]c(=O)c2CN1Cc1ccccc1	-1	1	-3	2	-1	-5	-7	1.6	-6	-8
COC1Cc2ccccc2N(C(N)=O)c2ccccc21 (stereo not drawn)	-3	-7	-5	0	-5	-7	2	-2.3	7	7
COc1cc(Cl)cc(C2NC(=O)NC(C)=C2C(C)=O)c1OCC(=O)O (stereo not drawn)	1	1	-4	3	3	-1	0	2.5	2	-2
Cc1ccc(-c2nc(NCC3CCCO3)sc2C)cc1 (stereo not drawn)	-3	-4	-5	-2	-1	0	-1	-1.3	6	-5
CC(C)NC(=O)C1CC(=O)N(CCc2ccc(F)cc2)C1 (stereo not drawn)	6	1	0	4	-1	12	-1	-1.3	5	-2
COc1cccc(N2CN(C3CCCCC3)CNC2=S)c1	0	5	3	0	-2	8	3	-0.4	1	4
O=C(COC(=O)CSc1ccc(Br)cc1)NCc1ccco1	-2	-2	1	-3	0	6	3	-1.4	2	-3
COc1ccc(NC(=O)c2ccco2)cc1NC(=O)c1cccc(OC(C)C)c1	-13	5	6	2	3	-2	-19	0.1	1	0
CCN(CC)Cc1cc(C(=O)O)c(-c2ccccc2)o1	3	3	1	2	2	0	2	0.0	2	4
COc1ccc(C=C2c3ccccc3C(=O)c3ccccc32)c(OC)c1	8	8	4	-2	3	-6	-3	0.2	-4	3
CC(=O)c1ccc(OC(=O)COc2ccccc2)cc1	1	-2	1	3	-5	0	9	0.4	-2	-1
O=C(CSC1=NCCN1)NC(c1ccccc1)c1ccccc1	-2	3	0	-1	41*	8	9	0.0	0	1
CCCOc1cccc(OCCSc2nc(C)cc(=O)[nH]2)c1	1	4	1	0	-1	5	-3	0.1	-3	2
O=C(COC(=O)/C=C/c1ccccc1Cl)NC(=O)Cc1ccccc1	-4	2	-4	0	-1	-4	-9	-1.4	-1	3
Cc1cc(C(=O)OCC(N)=O)c(C)n1-c1ccccc1	5	-2	2	0	2	2	1	1.4	0	7
Cn1c(N)c(C(=O)COC(=O)c2cc(S(=O)(=O)N3CCCCC3)ccc2Cl)c(=O)n(C)c1=O	-2	0	-3	-3	-3	6	-10	-1.8	1	2
O=C(Nc1ccc(N2CCN(C(=O)c3cccs3)CC2)cc1)c1cccc(F)c1	-1	-4	1	-1	1	4	7	-2.4	-3	-4
COc1ccc(NC(=O)Nc2cccc3c2O[C@@H](CN(C)CC2CCCCC2)[C@@H](C)CN([C@H](C)CO)C3=O)cc1	-1	-10	-1	1	0	1	2	-3.1	1	5
COc1ccc(CNC(=O)c2ccc(S(=O)(=O)N3CC(C)CC(C)C3)cc2)cc1OC (stereo not drawn)	3	1	3	-3	2	3	-14	0.3	-2	1
COc1ccc(CCC(=O)Nc2ccc(N3CCOCC3)c(S(=O)(=O)Nc3ccc(OC)cc3)c2)cc1	-12	6	-3	1	-1	5	-22	0.8	2	-3
CCc1ccc2oc(C(=O)NCCc3ccc(S(N)(=O)=O)cc3)cc(=O)c2c1	-1	4	6	0	-2	8	2	-1.2	-3	-6
CCCNC(=O)C1(C)CCCN(C(=O)c2ccc(OC)cc2OC)C1 (stereo not drawn)	2	1	1	-1	-1	0	x	-1.3	2	-1

The final 4 entries of the section above are carried over, then new ones follow.
SMILES	ABHD4 inh	rCAG RNA binder	MBD2 inh	UHRF1 binding	PRMT1 FP inh	TCR CD3 inh	HTRA1 inh	PG9 Ab binder	LEDGF integ inh	Rev-erbA mod
COc1ccc(CNC(=O)c2ccc(S(=O)(=O)N3CC(C)CC(C)C3)cc2)cc1OC (stereo not drawn)	3	1	3	-3	2	3	-14	0.3	-2	1
COc1ccc(CCC(=O)Nc2ccc(N3CCOCC3)c(S(=O)(=O)Nc3ccc(OC)cc3)c2)cc1	-12	6	-3	1	-1	5	-22	0.8	2	-3
CCc1ccc2oc(C(=O)NCCc3ccc(S(N)(=O)=O)cc3)cc(=O)c2c1	-1	4	6	0	-2	8	2	-1.2	-3	-6
CCCNC(=O)C1(C)CCCN(C(=O)c2ccc(OC)cc2OC)C1 (stereo not drawn)	2	1	1	-1	-1	0	x	-1.3	2	-1
Cc1ccc(CN2CCN(CC(=O)NCCCN3CCN(c4ccc(F)cc4)CC3)C2=O)cc1	6	-5	-1	-3	-1	3	2	-2.0	-6	-1
COc1ccc(Cn2c(NC(=O)c3ccccc3)nc(Cc3ccccc3)c2Cc2ccccc2)c(OC)c1	7	7	-2	0	-4	x	x	x	5	1
COC(Cn1cc(C)c(=O)[nH]c1=O)OC	5	-2	-6	-2	-6	2	0	-0.8	2	0
C#CCOc1c(Br)cc(/C=N\NC(=O)CN2CCOCC2)cc1OCC	1	0	4	-3	1	9	-2	1.0	2	-4
NC(=O)N1c2ccccc2CC(=O)c2ccccc21	8	2	-3	-6	3	-6	11	-0.9	-6	-2&-4
CC1CCCCC1NC(=O)CSc1ncnc2sccc12 (stereo not drawn)	0	2	0	0	0	5	0	-0.7	2	0
Cc1ccc(C(=O)Nc2c(C(=O)N3CCOCC3)cnn2-c2ccccc2)cc1	-11	-7	-1	0	2	3	-3	-2.6	1	0
N#CC(C(=O)OCc1ccccc1)c1nc2ccccc2nc1N1CCOCC1 (stereo not drawn)	-13	6	-3	-2	0	-3	-37	-1.2	-2	0
Cc1cccc(C)c1N(CC(=O)Nc1cc(Cl)ccc1Oc1ccccc1)S(C)(=O)=O	-21	7	0	0	-3	1	-37	0.5	1	1
Cc1csc(OCC(=O)Nc2ccc(C)c(C)c2)n1	-15	8	8	3	4	-6	-7	-0.7	-5	-2
COC(C/C=C\[C@H](O)[C@@H](C)OCc1ccccc1)OC	-7	0	-4	2	-2	-9	2	1.7	1	-2
CC1(C)C(=O)N(c2ccccc2)C1c1ccccc1O (stereo not drawn)	-12	-3	-2	0	-2	1	-8	-2.4	1	-3
O=C(NCc1ccccn1)C1CCC(=O)N(Cc2ccc(Cl)cc2)C1 (stereo not drawn)	1	-3	3	0	4	-14	0	-2.4	0	1
